Screens from PubChem BioAssay.
RMI FANCM FP – blocks RMI1/RMI2 complex binding to FANCM MM2 peptide; Fluorescence polarization, RMI core complex with F-MM2 peptide; stronger effect = lower value; FP signal (polarization) at 33 µM; 0.58% of 70,000 active; AID 1159607; in the data active means FP signal below about 40; further: inactives centre near 61; strong numbers were not always called active; unit not given here
* hit, by the source's call; & = joins results of further samples.

RMI FANCM FP | canonical_smiles
53 | CCOC(=O)CN1C(=O)C(C(C)C)Oc2c(C(C)C)cccc21 (centres undefined)
62 | C=CCNc1oc(Cc2cccc3ccccc23)nc1C#N
64 | NS(=O)(=O)c1ccc(NC(NC(=O)c2ccco2)C(=O)c2ccc(Cl)cc2)cc1 (centres undefined)
70 | C=Cc1ccc(COC(=O)c2nnn(-c3ccccc3OCC)c2C)cc1
58 | O=C(O)/C=C/C=C/c1ccccc1
72 | COCC(=O)N1CCCc2ccc(NS(=O)(=O)c3ccccc3Br)cc21
56 | COc1ccc(C(=O)OCCNC(=O)c2ccncc2)cc1OC
68 | O=C(Nc1ccc(-c2cn3c(n2)SCC3)cc1)c1ccc2c(c1)OCO2
57 | COC(=O)c1sc(SC)c(C#N)c1-c1ccco1
52 | O=C(Nc1nc2c(s1)CCc1ccccc1-2)C1CCN(S(=O)(=O)c2ccc(Cl)s2)CC1
56 | COc1cc(/C=C(\C#N)C(=O)c2ccsc2)cc(OC)c1OC
54 | CCCCNC(=O)N1CCCN(c2ccc(C#N)cn2)CC1

The list goes on.
RMI FANCM FP | canonical_smiles
55 | CSc1cccc(NC(C#N)c2ccccc2)c1 (centres undefined)
68 | CN1C(=O)C(C)(C)COc2ccc(NC(=O)COc3ccccc3F)cc21
57 | CCOC(=O)c1c(-c2ccc(C)cn2)csc1N
74 | Cc1cc(-c2nnc(NC(=O)C3=COCCO3)o2)nn1C
62 | COc1ccc(NC(=O)c2c(Cl)ccc(Cl)c2OC)c(OC)c1
56 | O=C(c1cccs1)n1c2ccc(F)cc2c2nc3ccccc3nc21
68 | O=C(COc1ccc(Cl)cc1)NCCn1ncc2c(=O)n(Cc3ccccc3F)cnc21
66 | Cc1nnc2ccc(OCCNS(=O)(=O)c3ccc(Cl)s3)nn12
68 | O=C(Nc1ccc(SCc2ccccn2)nn1)c1cccs1
51 | O=c1c(N=Nc2ccc3c(c2)OCO3)c(-c2ccccc2)[nH]n1-c1ccccc1
55 | O=C(NCCCn1ccnc1)C(=O)NCC(c1ccco1)N1CCN(c2ccccc2)CC1 (centres undefined)
64 | COc1ccc(CCn2c3c(c(=S)[nH]c2=O)CCC3)cc1

Other entries:
RMI FANCM FP | canonical_smiles
63 | Cc1nc(-n2nc(-c3cccs3)cc2NC(=O)COc2ccc(Cl)cc2Cl)[nH]c(=O)c1C
64 | Nc1ccc(S(=O)(=O)Nc2ccccc2Oc2ccc(Cl)cc2Cl)cc1
58 | COc1ccc(/C=C2\SC3C(C#N)=C(c4ccc(OC)cc4)C(C#N)=C(N)N3C2=O)cc1 (centres undefined)
60 | COc1cc(-n2c(SCC(=O)c3ccccc3)nc3ccccc3c2=O)c(OC)cc1Cl
60 | CC(=O)N=c1sc2cc(S(C)(=O)=O)ccc2n1C
56 | Cc1nc(C(F)(F)F)ccc1C(=O)Sc1ccc(F)cc1
47 | CCOC(=O)c1cc(/C(C)=N\NS(=O)(=O)c2ccc(F)c(Cl)c2)on1
57 | O=C(CSc1nc(-c2ccc(O)c(O)c2)cs1)c1cc([N+](=O)[O-])cs1
51 | N/C(CCS(=O)(=O)c1ccc(Cl)cc1)=N/OC(=O)c1ccccc1C(F)(F)F
58 | COc1ccc(-c2c(C)c3ccc(OCCN4CCC(C(N)=O)CC4)cc3oc2=O)cc1OC
62 | O=C(CCc1csc(NC(=O)NC2CCCCC2)n1)Nc1ccc(F)cc1
70 | COc1ccc(S(=O)(=O)N2CCN(c3ccc4nncn4n3)CC2)cc1OC

An excerpt from above in order of heavy-atom count, ascending.
RMI FANCM FP | canonical_smiles
74 | Cc1cc(-c2nnc(NC(=O)C3=COCCO3)o2)nn1C
54 | CCCCNC(=O)N1CCCN(c2ccc(C#N)cn2)CC1
56 | COc1ccc(C(=O)OCCNC(=O)c2ccncc2)cc1OC
47 | CCOC(=O)c1cc(/C(C)=N\NS(=O)(=O)c2ccc(F)c(Cl)c2)on1
68 | CN1C(=O)C(C)(C)COc2ccc(NC(=O)COc3ccccc3F)cc21
60 | COc1cc(-n2c(SCC(=O)c3ccccc3)nc3ccccc3c2=O)c(OC)cc1Cl

Remaining list, next part
RMI FANCM FP | canonical_smiles
50 | Nc1ccccc1C(=O)NCc1c(F)cccc1Cl
38 | Clc1ccccc1OCCn1c2ccccc2c2nc3ccccc3nc21
57 | CC(C)(C)SC(=S)SCC(=O)c1cc2cc(Br)ccc2o1
57 | CC1=CS(=O)(=O)CC1
62 | COc1ccc(-c2nnc(NC(=O)Cc3ccc(C(C)C)cc3)o2)cc1
52 | CC1CCc2c(sc(NC(=O)CS(=O)(=O)Cc3ccccc3)c2C(N)=O)C1 (centres undefined)
75 | CCOC(=O)Nc1nc(CC(=O)Nc2ccccc2C)cs1
64 | C=CCn1nnnc1SCC(=O)Nc1ccc(C(=O)OC)cc1
61 | COc1ccccc1/C=C1\SC(=S)N(CCC(=O)NN2CCOCC2)C1=O
51 | COc1ccc(OC)c(NC(=O)CSc2nnc3ccc(-c4ccco4)nn23)c1
59 | COc1ccccc1-c1cc2c(SCC(=O)Nc3c(C)cc(C)cc3C)nccn2n1
56 | CC(C)(C)c1cc(C(=O)N/N=C\c2cc(Br)cc(Br)c2O)n[nH]1

(further entries)
RMI FANCM FP | canonical_smiles
59 | CC(C)C1NC(=O)CNC1=O (centres undefined)
66 | O[Si](CCCN1CCCCC1)(c1ccc(F)cc1)C1CCCCC1 (centres undefined)
74 | COc1ccc2c(CC(=O)Nc3ccccc3-c3ccccc3)cc(=O)oc2c1
72 | COc1ccc(Cl)cc1-n1c(N)c(C(=O)NCc2ccc3c(c2)OCO3)sc1=S
58 | N#Cc1c(Oc2cccnc2)ccc([N+](=O)[O-])c1Oc1cccnc1
99 | CCOc1ccc2nc(NC(=O)Cc3csc(NC(=O)c4ccccc4)n3)sc2c1
61 | O=C(c1ccno1)N(CCN1CCOCC1)c1nc2c(F)cc(F)cc2s1
55 | N#CCOc1ccc2cc(-c3ccccc3)c(=O)oc2c1
63 | CC(=O)Nc1ccc(SCCCC(=O)Nc2ccc3c(c2)OCCO3)nn1
65 | Cc1cc(=O)[nH]c(-n2nc(C)c(CCC(=O)N3CCc4ccccc43)c2C)n1
74 | CCc1ccc(S(=O)(=O)N2CCN(c3ccc4nnc(-c5ccco5)n4n3)CC2)s1
60 | NC(=O)c1ccccc1NC(=O)Cc1csc2nc(-c3ccccc3)cn12

Continued, overlapping the part above by three compounds.
RMI FANCM FP | canonical_smiles
65 | Cc1cc(=O)[nH]c(-n2nc(C)c(CCC(=O)N3CCc4ccccc43)c2C)n1
74 | CCc1ccc(S(=O)(=O)N2CCN(c3ccc4nnc(-c5ccco5)n4n3)CC2)s1
60 | NC(=O)c1ccccc1NC(=O)Cc1csc2nc(-c3ccccc3)cn12
62 | COc1ccc2[nH]c(C(=O)NCc3ccccc3)cc2c1
71 | Fc1ccc(-n2ncc3c(=S)nc[nH]c32)cc1
59 | O=S(=O)(Nc1nc2ccccc2nc1NCC1CCCO1)c1ccc(F)cc1 (centres undefined)
53 | CCSc1cccc(C(=O)Nc2nc(-c3ccc4c(c3)OCCO4)cs2)c1
55 | CS(=O)(=O)c1ccc(C(=O)N(CCCn2ccnc2)c2nc3ccccc3s2)cc1
75 | COc1ccccc1-c1nnc2ccc(OCCNC(=O)Cc3ccc(F)cc3)nn12
57 | CCCCCC(=O)Nc1ccc(C)cc1C
56 | NC(=O)c1ccc(-c2csnn2)cc1
62 | CC(=O)Nc1ccc(NC(=O)c2ccccc2OC(C)=O)cc1
53 | CC(C)(C)NC(=O)Nc1nnc(SCC(=O)NCc2ccccc2Cl)s1
58 | CC1CCCC(C)N1CCNC(=O)C1CCCN(S(C)(=O)=O)C1 (centres undefined)
64 | CN(C)S(=O)(=O)c1ccc(C(=O)Nc2nc(-c3ccc(Cl)cc3Cl)cs2)cc1

The listing continues:
RMI FANCM FP | canonical_smiles
66 | COc1cc(S(=O)(=O)Nc2ccccc2C(=O)O)ccc1Br
64 | CCOc1ccc(-c2nc(NC(=O)c3cccc(S(=O)(=O)CC)c3)sc2C)cc1
63 | CC(Oc1ccc(Cl)cc1Cl)C(=O)NCCOc1ccc(F)cc1 (centres undefined)
54 | Cc1cccc2sc(NC(=O)CSc3ccc(F)cc3)nc12
61 | COc1ccc(-c2c(O)c3cc4c(c(CC=C(C)C)c3oc2=O)OC(C)(C)CC4)cc1
56 | Cc1ccc(Nc2c(C)cnc3c2c(=O)n(C)c(=O)n3C)cc1F
64 | CC(=O)O[C@H]1C[C@@]2(C)[C@@H](C[C@@H](O)C3[C@]2(C)CC[C@H]2[C@H](C)[C@H](O)CC[C@]32C)/C1=C(/CCC=C(C)C)C(=O)O (some centres undefined)
59 | CC1=C(OC(=O)c2c(-c3c(Cl)cccc3Cl)noc2C)C(=O)CC1
54 | Cc1c(OCc2ccc(Cl)c(Cl)c2)ccc(C(=O)/C=C/N(C)C)c1O
61 | CCCCn1c(CNC(=O)c2ccc(OC)cc2)nnc1SCC(=O)Nc1nc2ccccc2s1
62 | CCOC(=O)c1cc2c(N3CCOCC3)nccc2nc1C(F)(F)F
54 | Cc1ccc(-c2cc(COC(=O)c3cccs3)no2)cc1

Further compounds:
RMI FANCM FP | canonical_smiles
68 | O=C(Cn1cnc(-c2ccccc2)cc1=O)N1CCc2ccccc2C1
61 | CC1(C)N=C(NC(=O)Nc2ccccc2)N(c2ccccc2)O1
55 | COc1cccc2sc(N3CCN(S(=O)(=O)c4ccc(C)cc4)CC3)nc12
69 | COc1ccc(Cl)cc1NC(=O)Nc1ccc(CN2CCN(C)CC2)cc1
60&54 | O=C(Nc1ccc(Cl)cc1)n1nccc1-c1ccc([N+](=O)[O-])cc1Cl
69 | Cc1ccc(Cl)c2sc(N3CCN(C(=O)c4ccc(Cl)s4)CC3)nc12
63 | COc1ccc(S(=O)(=O)Nc2cc(-c3nc4cccnc4s3)ccc2C)cc1OC
56 | O=C(CSc1n[nH]c(=O)n1C1CC1)c1ccc(F)cc1
56 | COC(=O)c1ccc(S(=O)(=O)NCc2csc3ccc(Cl)cc23)n1C
116 | C#CCn1c(=NC(=O)c2ccnn2CC)sc2cc(Cl)ccc21
71 | CC(C)C(=O)Nc1nc(-c2ccc3c(c2)CCCC3)cs1
66 | CCOc1ccc(NC(=O)CCCn2nc(-c3ccco3)ccc2=O)cc1

Other compounds follow.
RMI FANCM FP | canonical_smiles
62 | CCOC(=O)CNc1cc(S(=O)(=O)N(C)C)ccc1C
72 | Cc1cccc(NC(=O)Cn2c(C3CC3)nc3c(cnn3-c3ccccc3)c2=O)c1C
72 | O=C(Cc1ccc2c(c1)OCO2)Nc1nc2cc3c(cc2s1)OCCO3
65 | NS(=O)(=O)c1ccc(NS(=O)(=O)c2ccc(NC(=O)C3CCCCC3)cc2)cc1
67 | Cc1c(-c2csc(-c3ccc4c(c3)OCCO4)n2)cnn1-c1ccccc1
59 | Cc1onc(-c2c(Cl)cccc2Cl)c1CSc1nncn1C(C)(C)C
54 | CCNc1nc(NCC)n2c(SCC(=O)Nc3nccs3)nnc2n1
63 | COC(=O)c1[nH]c(-c2ccccc2)c(C)c1C(=O)OC
60 | O=C(COc1ccccc1)Nc1cccc(F)c1C(=O)O
60 | Cc1nn(-c2ccccc2)c2sc(C(=O)OCN3C(=O)c4ccccc4C3=O)cc12
54 | O=C(NC1CCSC1)c1ccccc1NS(=O)(=O)c1ccccc1 (centres undefined)
54 | CCOc1cc(Nc2ccc(NC(=O)c3cc(Cl)ccc3OC)cc2)nc(C)n1

Look-ups from the entries so far.
CCCCCC(=O)Nc1ccc(C)cc1C | RMI FANCM FP = 57
O=C(Cc1ccc2c(c1)OCO2)Nc1nc2cc3c(cc2s1)OCCO3 | RMI FANCM FP = 72
CC1(C)N=C(NC(=O)Nc2ccccc2)N(c2ccccc2)O1 | RMI FANCM FP = 61
Cc1ccc(-c2cc(COC(=O)c3cccs3)no2)cc1 | RMI FANCM FP = 54

Other structures follow:
RMI FANCM FP | canonical_smiles
57 | O=C1CC(c2ccccc2)N(c2cccc(C(F)(F)F)c2)C(=S)N1 (centres undefined)
87 | CCOc1ccc(NC(=O)CSc2ncc(S(=O)(=O)c3ccc(Cl)s3)c(N)n2)cc1
57 | CN1C(=O)Cc2cc(NS(=O)(=O)c3ccc4c(c3)CCCC4)ccc21
59 | O=C(N1CCN=C1SCc1cccc([N+](=O)[O-])c1)C12CC3CC(CC(C3)C1)C2
57 | O=C(CSc1nnc(NC(=O)c2ccc3c(c2)OCO3)s1)NCc1ccco1
59 | Cc1ccc([N+](=O)[O-])cc1NC(=O)C(=O)NCc1ccc2c(c1)OCO2
41 | O=[N+]([O-])c1ccc(N2CCN(c3ccc([N+](=O)[O-])cc3CO)CC2)c(CO)c1
59 | CCOC(=O)c1cn2nc(N3CCCCC3)ccc2n1
80 | CCc1nc(SCC(=O)NCc2ccco2)c2c3c(sc2n1)CCC3
58 | O=[N+]([O-])c1ccc(CS(=O)(=O)c2ccc(Cl)cc2)cc1
65 | CC(=O)Nc1ccc(NC(=O)C(C)Sc2nnnn2-c2cccc(C)c2)cc1 (centres undefined)
75 | O=C(CNS(=O)(=O)c1cccc2ccccc12)N1CCOC(c2ccccc2)C1 (centres undefined)

Next records follow:
RMI FANCM FP | canonical_smiles
59 | CC(C)N(C(=O)CSc1nc2sc3c(c2c(=O)n1/N=C\c1ccc(F)cc1)CCCC3)c1ccccc1
57 | N#C/C(C(=O)NCc1ccccc1)=C1/SC(CCO)C(=O)N1c1ccccc1 (centres undefined)
54 | COc1ccc(-c2cn(C(=O)c3cccs3)nc2C)cc1
64 | CCS(=O)(=O)N1CCc2ccc(NC(=O)c3ccc4c(c3)OCO4)cc2C1
61 | CCOc1cn2c(cc1=O)C(=O)N(CCNC(=O)c1ccccc1F)CC2
55 | CC(=O)Nc1cccc(C)c1C(=O)O
55 | Cn1cc(C(=O)c2ccc(Cl)cc2)cc1/C=C(\C#N)S(=O)(=O)c1ccc(C(F)(F)F)cn1
65 | COc1ccc(/C=C/C(=O)Nc2ccccc2C(=O)NCc2ccco2)cc1OC
54 | O=C(CCN1C(=O)c2cccc3cccc(c23)C1=O)NCc1cccnc1
61 | O=C(NC(Nc1cccc(C(F)(F)F)c1)C(Cl)(Cl)Cl)c1cccc(Cl)c1 (centres undefined)
61 | O=C(CSc1nc(=O)[nH]c2c1CCCC2)c1ccc(Cl)cc1
77 | CC1(C)CC(=O)c2c(nc(SCC(=O)Nc3ccc(S(N)(=O)=O)cc3)c(C#N)c2-c2ccccc2)C1
57 | Cn1ncc2c(NCCO)nc(N3CCN(c4cccc(Cl)c4)CC3)nc21
63 | CCNC(=O)c1csc(N)n1

Not all compounds are listed; rates above refer to the full screens.
